Cneo AK release = causes C. neoformans cell lysis; actives 0.2% (n = 360,000); AID 651654; adenylate kinase release luminescence, 4 h; normalised: neutral wells 0, clomiphene wells 100; lysis activity, % at 15 µM;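 active means mean lysis activity across replicates of at least 80%, whatever share of replicates individually reach that level; inactive means mean lysis activity below 80%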
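Material – Cryptococcus neoformans yeast cells · Quantity – 5 × 10^6 yeast cells/mL · Buffer or medium – YPD medium · Compound – single dose · Timing – 4 h static compound exposure, 37 °C, read 1 h post-reagent · Signal – adenylate kinase release luminescence · Read-out basis – lysis from increased AK signal · Benchmarks – Clomiphene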
miR-122 sensor = blocks miR-122 activity in Huh7 sensor cells; Huh7 miR-122 Renilla luciferase sensor, 48 h; neutral wells = 0, positive control = 100; actives 0.3% (n = 340,000); activation (reporter increase), % at 12.5 µM;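 active means mean replicate activation score at least 90 and every replicate individually at or above 90; inconclusive means only one of the two criteria met; inactive means neither criterion met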;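 further: higher luciferase means less miR-122 activity so hits act as miR-122 inhibitors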
EWS-Fli block = inhibitors of EWS/Fli oncoprotein transcriptional activity. actives 0.67% (n = 350,000). A673 NR0B1-luciferase reporter, viability-normalised. inhibition, % at 12.6 µM. AID 651661;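 active means mean inhibition of at least 50% after viability correction, with every replicate also passing that limit; inconclusive means mean reaches 50% but only one of two replicates passes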;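 further: firefly luciferase signal divided by Alamar Blue viability fluorescence both relative to DMSO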
PGC1a acetyl inh = PGC1a acetylation modulation, inhibitor mode; U2OS PGC1a acetylation, AlphaScreen anti-acetyl-lysine; with virally co-expressed GCN5 acetyltransferase; inhibition, % at 15.6 µM; actives 0.17% (n = 350,000); AID 651687;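 active means every replicate shows inhibition of at least 40%; inconclusive means mean inhibition at least 40% but some replicate below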;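 further: 0% = neutral control wells and 100% = positive control wells; some results beyond the cut were filed as inactive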
Casp6 inh = inhibitors of human caspase-6; P55212; purified caspase-6, Z-VEID-R110 cleavage fluorescence; inhibition, % at 12.5 µM; actives 0.53% (n = 350,000);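 active means mean inhibition across replicates at least about 35%, with every replicate also reaching that limit, limit read from the data; inconclusive means only one of the two criteria met; inactive means neither criterion met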;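 further: 0% = median of neutral control wells and 100% = no fluorescence left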
Target sequence (P55212 24-179 limits assumed): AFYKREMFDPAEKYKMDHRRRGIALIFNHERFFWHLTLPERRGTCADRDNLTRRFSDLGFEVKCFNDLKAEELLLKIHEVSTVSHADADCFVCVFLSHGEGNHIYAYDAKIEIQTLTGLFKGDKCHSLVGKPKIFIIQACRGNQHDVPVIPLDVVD
Target sequence (P55212 194-293 limits assumed): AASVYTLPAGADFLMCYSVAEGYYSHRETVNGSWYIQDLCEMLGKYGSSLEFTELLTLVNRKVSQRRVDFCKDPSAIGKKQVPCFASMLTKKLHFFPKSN
FN deposit inh = fibronectin deposition inhibition. AH1F fibroblasts, Alexa488-fibronectin deposition fluorescence, overnight. AID 743247. actives 0.086% (n = 350,000). inhibition, % at 12.6 µM;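 active means mean inhibition across replicates of 30% or more, regardless of how many single replicates reach that level; inconclusive means mean under 30% yet at least half of replicates reach 30%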;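 further: positive control wells lacked labelled fibronectin entirely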
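Material: AH1F fibroblast monolayer depositing Alexa488-labelled fibronectin into matrix | Input: 10000 AH1F cells/well | Medium: DMEM plus 2% serum, read in PBS | Reagent: Alexa488-fibronectin, 24 nM final in well | Compound dosing: One dose per compound, pinned | Schedule: 1 h adhesion, overnight exposure | Measured by: Fluorescence at 485 nm excitation, 525 nm emission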
LGR2 inh = blocks bursicon-induced cAMP signaling via Drosophila LGR2; HEK293 LGR2, CRE-luciferase, bursicon-stimulated, 4 h; inhibition, % at 9.99 µM; actives 0.35% (n = 380,000);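 active means drop in luminescence signal, shown as inhibition above about 50% in the replicate tests, limit read from the data, passing the limit was not always enough; inconclusive means probably only some replicates passing the limit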;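 further: agonist challenge used bursicon conditioned medium at about half maximal strength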
Numbers without * were called inactive; u = inconclusive; x = not tested or not shown. The list is partial; rates above refer to the full screens.

SMILES	Cneo AK release	miR-122 sensor	EWS-Fli block	PGC1a acetyl inh	Casp6 inh	FN deposit inh	LGR2 inh
O=C(NCC1CCCO1)c1nc2c(nnn2Cc2ccc(F)cc2)c(=O)[nH]1 (stereo not drawn)	-1	x	x	1	x	x	x
CCOC(=O)c1c(NC(C)=O)sc2c(O)c(CN3CCN(CC)CC3)ccc12	0	x	x	6	x	x	x
Cc1onc(-c2c(F)cccc2Cl)c1C(=O)NCc1cccs1	5	x	x	-12	x	x	x
O=C(Nc1ccccc1Cl)C1CCCN(S(=O)(=O)c2ccc(F)cc2)C1 (stereo not drawn)	0	x	x	-7	x	x	x
CCCOc1ccc(C(=O)Nc2ccc(C)cc2[N+](=O)[O-])cc1	0	x	x	1	x	x	x
c1ccc(N2CCN(Cc3ccnc4ccccc34)CC2)cc1	2	x	x	17	x	x	x
COc1cc(C)c(NC(=O)COc2cccc3c2OC(C)(C)C3)cc1OC	0	x	x	9	x	x	x
COc1ccc(Br)cc1C(=O)Nc1cccc(-c2nnc(-c3ccco3)o2)c1	0	x	x	-3	x	x	x
c1ccc(CSc2ncccn2)cc1	1	x	x	-3	x	x	x
O=C(Cc1ccc(F)cc1)N(c1ccccc1)C1C=CS(=O)(=O)C1 (stereo not drawn)	-2	x	x	0	x	x	x
CCOC(=O)c1[nH]c(C)c(C(=O)Nc2cc(OC)ccc2OC)c1C	0	x	x	-64	x	x	x
CN1CCN(S(=O)(=O)c2ccc(=O)[nH]c2)CC1	-4	x	x	7	x	x	x
COc1ccc(NC(=O)C(Cc2ccccc2)NC(=O)c2ccco2)cc1OC (stereo not drawn)	14	x	x	-5	x	x	x
COc1ccc(OC)c(NC(=O)Cn2cc(C#N)c3cc(Br)ccc32)c1	1	x	x	-4	x	x	x
c1ccc(-c2cc(-c3nn4c(-c5ccco5)nnc4s3)c3ccccc3n2)cc1	1	x	x	11	x	x	x

Compounds listed so far containing an NH in an aromatic ring (3):
SMILES	Cneo AK release	miR-122 sensor	EWS-Fli block	PGC1a acetyl inh	Casp6 inh	FN deposit inh	LGR2 inh
O=C(NCC1CCCO1)c1nc2c(nnn2Cc2ccc(F)cc2)c(=O)[nH]1 (stereo not drawn)	-1	x	x	1	x	x	x
CCOC(=O)c1[nH]c(C)c(C(=O)Nc2cc(OC)ccc2OC)c1C	0	x	x	-64	x	x	x
CN1CCN(S(=O)(=O)c2ccc(=O)[nH]c2)CC1	-4	x	x	7	x	x	x

Returning to the listing; the 6 compounds before the break are reprinted first.
SMILES	Cneo AK release	miR-122 sensor	EWS-Fli block	PGC1a acetyl inh	Casp6 inh	FN deposit inh	LGR2 inh
O=C(Cc1ccc(F)cc1)N(c1ccccc1)C1C=CS(=O)(=O)C1 (stereo not drawn)	-2	x	x	0	x	x	x
CCOC(=O)c1[nH]c(C)c(C(=O)Nc2cc(OC)ccc2OC)c1C	0	x	x	-64	x	x	x
CN1CCN(S(=O)(=O)c2ccc(=O)[nH]c2)CC1	-4	x	x	7	x	x	x
COc1ccc(NC(=O)C(Cc2ccccc2)NC(=O)c2ccco2)cc1OC (stereo not drawn)	14	x	x	-5	x	x	x
COc1ccc(OC)c(NC(=O)Cn2cc(C#N)c3cc(Br)ccc32)c1	1	x	x	-4	x	x	x
c1ccc(-c2cc(-c3nn4c(-c5ccco5)nnc4s3)c3ccccc3n2)cc1	1	x	x	11	x	x	x
O=C(NCCc1ccccc1)c1ccc2c(c1)N(Cc1ccccc1)CCS2	-1	x	x	4	x	x	x
Cc1cc(C)cc(NC(=O)C2CCCC2)c1	-2	x	x	-1	x	x	x
Cc1cc(C)cc(NC(=O)Nc2ccc(S(=O)(=O)Nc3cc(C)on3)cc2)c1	2	x	x	6	x	x	x
Cc1ccc(-c2nnc(NC(=O)Cc3ccc(F)cc3)o2)c(C)c1	-13	x	x	24	x	x	x
O=S(=O)(CCN1CCN(C(c2ccccc2)c2ccccc2)CC1)C(F)(F)F	-16	x	x	1	x	x	x
COc1ccc(-n2c3c(cc(C(=O)NC4CCSC4=O)c2=O)C(=O)CC(C)(C)C3)cc1 (stereo not drawn)	5	x	x	13	x	x	x
CCc1c(C)nc(SCc2cccnc2)[nH]c1=O	-5	x	x	10	x	x	x
Cn1ncc2c(N3CCOCC3)ncnc21	6	x	x	4	x	x	x
CCc1cc(=O)[nH]c(SC/C=C/c2ccccc2)n1	-15	x	x	7	x	x	x
Cc1ccccc1Cn1nc(C)c(NC(=O)c2cc(-c3cccs3)on2)c1C	-3	x	x	u	x	x	x
CC(CN1CCN(c2ccccc2)CC1)c1ccccc1 (stereo not drawn)	1	x	x	1	x	x	x
CC(C)CC(N=C1NC(C)(C)Cc2ccccc21)C(=O)O (stereo not drawn)	6	x	x	-3	x	x	x
CCOC(=O)c1sc2nc(SCC#N)n(CC3CCCO3)c(=O)c2c1C (stereo not drawn)	1	x	x	6	x	x	x
CC(C)c1ccc(N(C(=O)c2csnn2)C(C(=O)NC(C)(C)C)c2ccncc2)cc1 (stereo not drawn)	-2	x	x	6	x	x	x
C1=CC2=NC34CCCCC3CC3=C(CCCC3)N4C2=CC1=NC1CCCCC1 (stereo not drawn)	-1	x	x	10	x	x	x
CCOC(=O)c1nc2cc3n(c(C)c-2c1C)C(C)C(CC)=C3C (stereo not drawn)	0	x	x	-3	x	x	x
CCCc1cc(=O)[nH]c(SCC(=O)N2CCC(C)CC2)n1	-12	x	x	8	x	x	x
N#Cc1cc([N+](=O)[O-])c(-n2nnc3ccccc32)c([N+](=O)[O-])c1	1	x	x	-4	x	x	x
c1ccc(COc2ccc(Oc3nc(N4CCCCC4)nc(N4CCOCC4)n3)nn2)cc1	6	x	x	-17	x	x	x
COc1ccc(C2SCC(=O)N2c2c(C)n(C)n(-c3ccccc3)c2=O)cc1OC (stereo not drawn)	4	x	x	15	x	x	x
CCCCN(CCCC)C(=O)CSc1nnc(-c2cc(OC)c(OC)c(OC)c2)o1	1	x	x	-7	x	x	x
CC(C)(C)NC(=O)Cn1cc(C#N)c2cc(Br)ccc21	2	x	x	-2	x	x	x
CCOC(=O)c1sc(=NC(=O)c2cc(OC)c(OC)c(OC)c2)n(C)c1C	5	x	x	23	x	x	x
CSc1nnc(-c2cnccn2)n1CCCN1CCCC1=O	0	x	x	4	x	x	x
CC(=O)c1ccc(-n2c(CCC(=O)O)ccc2-c2ccc(C)cc2)cc1	-1	x	x	-2	x	x	x
CCOc1ccc(-c2nc(C)c(C(C)=O)n2O)cc1	-4	x	x	-9	x	x	x
Cn1c(SCc2ccccn2)nnc1-c1cnccn1	-5	x	x	3	x	x	x
CC(C)(C)c1ccc(C(=O)CSc2nc3ccccc3c(=O)[nH]2)cc1	0	x	x	6	x	x	x
CCOC(=O)N(C)OC(=O)Nc1ccc(Cl)c(Cl)c1	10	x	x	-1	x	x	x
N#CCC1c2ccccc2CCN1C(=O)Nc1cccc(C(F)(F)F)c1 (stereo not drawn)	7	x	x	0	x	x	x
COc1ccc([N+](=O)[O-])cc1NCc1ccccc1C	6	x	x	-32	x	x	x
Cc1ccc2[nH]c(CCN(C)C)c(CC#N)c2c1	-2	x	x	-3	x	x	x
Cc1cc(C)c2sc(N(CCCN(C)C)C(=O)c3ccc(S(=O)(=O)N4CCc5ccccc5C4)cc3)nc2c1	-3	x	x	12	x	x	x
CCOC(=O)N1CCN(Cc2nc(N)nc(Nc3ccccc3C)n2)CC1	0	x	x	-5	x	x	x
O=C(c1ccco1)N1CCN(CCOCCOc2cccc3ccccc23)CC1	x	-3	x	x	x	x	11
O=C1N=C(N2CCOCC2)CS1	x	7	x	x	x	x	6
CCOC(=O)Cc1csc(NC(=O)c2cccc(N3C(=O)CCC3=O)c2)n1	x	0	x	x	x	x	-30
Cc1cc(NC(=O)CN2CCCCCCC2)no1	x	-7	x	x	x	x	-11
O=C(Nc1c(F)cc(F)cc1Br)c1ccco1	x	x	1	x	3	x	x
O=C(NC[C@@H]1CC[C@@H]2[C@@H](CN2Cc2ccccc2F)O1)C1CCCCC1	x	x	-5	x	1	x	x
O=C(NC[C@@H]1CC[C@@H]2[C@@H](CN2Cc2ccccc2F)O1)C1CC1	x	x	2	x	-1	x	x
CC(=O)N[C@H]1C[C@@H]2O[C@H](CO)CC[C@@H]2O[C@@H]1CCc1ccc(C#CCc2ccccc2)cc1	x	x	-2	x	0	x	x
O=C(O)/C=C/C(=O)NNC(=O)c1ccccc1Br	x	x	6	x	4	x	x
CSCc1cc(N(C)C)nc(SCc2ccc(Cl)c(Cl)c2)n1	x	x	-2	x	2	x	x
Cc1ccc(-c2[nH]nc3c2C(c2ccc(OC(=O)N4CCOCC4)cc2)C(C#N)=C(N)O3)cc1 (stereo not drawn)	x	x	4	x	9	x	x
O=C(NC[C@H]1CC[C@@H]2[C@@H](CN2S(=O)(=O)c2ccccc2[N+](=O)[O-])O1)C1CCCC1	x	x	1	x	0	x	x
Cc1ccc(S(=O)(=O)N2C[C@H]3O[C@H](CNS(=O)(=O)c4ccccc4C)CC[C@H]32)cc1	x	x	1	x	1	x	x
CN(C)CC(=O)N[C@@H]1CC[C@@H](CC(=O)O)O[C@H]1CO	x	x	-2	x	2	x	x
O=C(C1CCCC1)N1CC[C@H]2[C@H](CO)Nc3ccc(C#Cc4ccc(F)cc4)cc3[C@H]21	x	x	x	-13	0	x	x
COC(=O)c1nnn(-c2nonc2N)c1CSc1nc2ccccc2o1	x	1	x	x	x	-4	x
Cc1sc(=NC(=O)c2ccco2)n(C)c1-c1ccccc1	x	0	x	x	x	2	x
CCOc1ccc(C(=O)/C=C/c2ccccc2C(F)(F)F)cc1	x	-1	x	x	x	-1	x
COc1cc(OC)cc(C(=O)NC2CCN(C(=O)N3c4ccccc4Sc4ccccc43)CC2)c1	x	-4	x	x	x	8	x
CCCS(=O)(=O)N1CCN(Cc2ccccc2C(F)(F)F)CC1	x	-2	x	x	x	4	x
Oc1ccc2ccccc2c1/C=N/c1nc2c(s1)CCCC2	1	x	x	x	x	x	-6
CN(C)c1ccc(CNc2ncc(Br)cc2Br)cc1	1	x	x	x	x	x	-79
N#Cc1c(NC(=O)CCN2C(=O)c3ccccc3C2=O)oc(-c2ccccc2)c1-c1ccccc1	5	x	x	x	x	x	-1
CCCSc1cc(N2CCCC2)nc(-c2ccccc2)n1	3	x	x	x	x	x	11
O=C(/C=C/c1cccs1)c1ccc(Br)cc1	-6	x	x	x	x	x	-88
CN(C)c1nc(N(C)C)nc(N(C#N)CCOc2ccccc2)n1	17	x	x	x	x	x	1
O=C(NC1(C(F)(F)F)NC(=O)N(Cc2ccccc2)C1=O)c1cccnc1 (stereo not drawn)	-2	x	x	x	x	x	7
N#Cc1c(-c2ccc(Cl)cc2Cl)nc2n(c1=O)CCS2	7	x	x	x	x	x	-25

Screening results deposited in PubChem BioAssay by Broad Institute.
